EPAC2 agonist – qHTS for Agonist of cAMP-regulated guanine nucleotide exchange factor 4 (EPAC2): primary screen. Potency, µM (doses to about 154 µM), inactives show top-dose activation, actives largely listed as activators. EPAC2 activation, biochemical qHTS; response scale: 100% = 6.5 mM cAMP response. hit rate 0.079% among 360,000. Rap guanine nucleotide exchange factor 4 (Homo sapiens), Q8WZA2; further: potency means the concentration at half of the fitted maximal effect; nearly all actives have a fitted effect of over 50% in size
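EPAC2 (100 nM) mixed with Rap1B loaded with BODIPY-GDP (250 nM) plus 50 uM unlabeled GDP; compounds pinned in, 5 min RT, then read every 5 min for 30 min (ex 480, em 540 nm). Normalized to cAMP control.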
PTHR1 ag – qHTS for PTHR1 Agonists: Primary Screen | hit rate 0.075% among 410,000 | HEK293 GP2 PTHR1 cells, GloSensor cAMP luminescence, 1 h | Potency, µM (highest dose often 115 µM), for the others: at the top dose activation, most hits filed as activators | AID 743266, 2014 | Parathyroid hormone/parathyroid hormone-related peptide receptor (Homo sapiens), Q03431; further: potency means the concentration at half of the fitted maximal effect; nearly all actives have a fitted effect of over 55% in size; some results filed as inactive show a strong effect at the top dose; inactives centre near -15; many of its hits are not listed in these tables
Target sequence (Q03431 whole entry, looked up): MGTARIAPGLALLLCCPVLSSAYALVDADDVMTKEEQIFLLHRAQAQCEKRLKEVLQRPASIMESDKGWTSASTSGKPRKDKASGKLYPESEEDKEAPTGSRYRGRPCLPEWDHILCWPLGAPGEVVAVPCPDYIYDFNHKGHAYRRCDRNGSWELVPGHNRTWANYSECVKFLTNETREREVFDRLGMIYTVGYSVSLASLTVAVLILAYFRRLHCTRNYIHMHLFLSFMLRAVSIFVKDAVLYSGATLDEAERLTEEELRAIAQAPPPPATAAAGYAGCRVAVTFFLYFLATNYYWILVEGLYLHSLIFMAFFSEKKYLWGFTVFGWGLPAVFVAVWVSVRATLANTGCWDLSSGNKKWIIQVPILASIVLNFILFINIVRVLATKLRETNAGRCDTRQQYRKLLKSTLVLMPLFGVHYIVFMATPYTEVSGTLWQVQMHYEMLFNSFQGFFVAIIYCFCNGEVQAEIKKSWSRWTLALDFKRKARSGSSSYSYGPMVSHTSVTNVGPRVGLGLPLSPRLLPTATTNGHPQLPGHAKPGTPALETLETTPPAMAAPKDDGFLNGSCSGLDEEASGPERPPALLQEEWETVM
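HEK-293-derived GP2 cells expressing PTHR1 and a GloSensor cAMP reporter, 3,000/well, plated overnight, given luciferin plus IBMX (each 0.5 mM as added) for 1 h at 37 °C, then compound for 1 h at 37 °C. Luminescence was read after 15 min at room temperature.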
Mm-Cpn inhibitor – Inhibitors of TCP-1 ring complex (TRiC) of Methanococcus maripaludis (MmCpn): qHTS. Chaperonin Mm-Cpn (Methanococcus maripaludis). purified Mm-Cpn ATPase, ADP Transcreener TR-FRET. Potency, µM (top dose mostly 76.9 µM), inactives show at the highest dose activity, negative = inhibition, most hits filed as inhibitors. hit rate 0.031% among 330,000. AID 504842, 2011; further: potency means the concentration at half of the fitted maximal effect; on the % scale 0 is the no-effect control and ±100 the full control effect; nearly all actives have a fitted effect of over 80% in size
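Measured: ADP formation by purified Mm-CPN. Conditions: 25 nM protein, 10 uM ATP, Tris pH 7.4 with Mg2+, K+ and DTT, 37°C for 30 min. Detection: Transcreener HTRF after 30 min at room temperature.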
EPAC2 antagonist – qHTS for Antagonist of cAMP-regulated guanine nucleotide exchange factor 2 (EPAC2): primary screen. Rap guanine nucleotide exchange factor 4 (Homo sapiens), Q8WZA2. EPAC2 GEF exchange of Rap1B-BODIPY-GDP, fluorescence. Potency, µM (highest dose often 114 µM), without a hit: at the top dose activity, negative = inhibition, most hits filed as inhibitors. hit rate 0.18% among 360,000. AID 720708, 2013; further: potency means the concentration at half of the fitted maximal effect; on the % scale 0 is the no-effect control and ±100 the full control effect; nearly all actives have a fitted effect of over 45% in size; many of its hits are not listed in these tables
DRD3 agonist – qHTS of D3 Dopamine Receptor Agonist: qHTS. D(3) dopamine receptor (Homo sapiens), P35462. D3R DiscoveRx beta-arrestin cells, luminescence, 90 min. max activation, %. hit rate 0.58% among 410,000. AID 652048, 2013; in the data active means max activation above about 30%; further: 0% is about no effect; mostly tested at two doses, the higher about 12 µM
Target sequence (P35462 whole entry, looked up): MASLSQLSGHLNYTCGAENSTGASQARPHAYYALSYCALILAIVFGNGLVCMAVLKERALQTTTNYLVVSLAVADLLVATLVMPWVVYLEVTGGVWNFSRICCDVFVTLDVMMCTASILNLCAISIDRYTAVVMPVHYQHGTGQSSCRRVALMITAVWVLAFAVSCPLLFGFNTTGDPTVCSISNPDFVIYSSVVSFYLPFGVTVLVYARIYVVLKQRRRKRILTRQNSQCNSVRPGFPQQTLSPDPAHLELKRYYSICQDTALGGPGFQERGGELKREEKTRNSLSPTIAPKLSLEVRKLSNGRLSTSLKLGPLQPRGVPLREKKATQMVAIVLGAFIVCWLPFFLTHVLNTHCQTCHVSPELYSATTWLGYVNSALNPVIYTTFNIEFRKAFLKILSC
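Agonist-mode cell screen: cells plated at 1500/well and incubated overnight at 37 °C, then exposed to library compounds for 90 min at 37 °C. Detection reagent was added for 30–60 min at room temperature, and luminescence was read.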
CCT chaperon mod – High-Throughput Screening for Modulators of Cytosolic Chaperonin Activity. purified chaperonin ATPase assay, HTRF ADP detection, 30 min. activity change, % (no concentration beside the values), hits read low. hit rate 0.3% among 360,000. AID 651819, 2012; in the data active means activity change below about -30%; further: on the % scale 0 is the no-effect control and ±100 the full control effect
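TRiC (40 or 20 nM final, by batch activity) in 30 mM Tris pH 7.4, 100 mM KCl, 5 mM MgCl2, 1 mM DTT was treated with compound at 76 uM single dose, then 10 uM ATP, 30 min at 37 °C. ADP was read by HTRF Transcreener.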
pAkt inh – HTS Assay for Inhibitors of Akt Phophorylation: Primary Screen; hit rate 0.32% among 360,000; AID 651550, 2012; Neuro2A IGF-stimulated pAkt S473 HTRF, 20 min; active compounds read low; activity change, % for hits at 50 µM; in the data active means activity change below about -80%; inconclusive means mostly about -51% to -80%; further: on the % scale 0 is the no-effect control and ±100 the full control effect
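Single-point screen (50 µM final compound) in Neuro2A cells stimulated 20 min with 6 nM IGF at 37 deg C. After lysis, Ser473-phosphorylated Akt read by HTRF (ex 330 nm, em 615/665 nm) as the 665/615 ratio.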
DRD3 antagonist – qHTS of D3 Dopamine Receptor Antagonist: qHTS | D3R cells, DiscoveRx beta-arrestin luminescence, antagonist mode; active compounds read low | max response, negative = inhibition, % | hit rate 2.5% among 360,000 | D(3) dopamine receptor (Homo sapiens), P35462; in the data active means max response below about -50%; inconclusive means no clear call, values can overlap the other calls; further: on the % scale 0 is the no-effect control and ±100 the full control effect; mostly tested at two doses, the higher about 12 µM
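Cells expressing the human receptor were seeded at 1500 cells/well, incubated overnight at 37 degrees C in 5% CO2, then exposed to library compounds with dopamine controls for 90 minutes at 37 degrees C before luminescent detection.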
Active calls of the source: *; i = inactive; ? = inconclusive; / = no result given; & = joins results of further samples; [ ] = dose if it differs, or a comment. Unless noted, the call rests on the fitted dose curve; in most records, active means well fitted curve in the direction sought with a large enough effect; inconclusive means small, poorly fitted or top-dose-only effect, or another doubt; inactive means no such curve, though single readings can be large; an effect the other way counts as inactive or inconclusive. The list is partial (hit frequency here may not be typical).

SMILES	EPAC2 agonist	PTHR1 ag	Mm-Cpn inhibitor	EPAC2 antagonist	DRD3 agonist	CCT chaperon mod	pAkt inh	DRD3 antagonist
CC(=O)c1ccc(N/C=C/C(=O)c2ccc(Br)cc2)cc1	0.5%	-14.5%	-3.0%	-0.4%	2.5	-2.0	i	15.7
CC(=C/c1ccccc1)/C=N/Nc1nc(N2CCCCC2)nc(N2CCCCC2)n1	-6.8%	-12.2%	1.1%	4.0%	32.3*	-2.6	i	14.7
C#CCN(CC(=O)OCC)S(=O)(=O)CCNC1CC1	7.1%	-15.8%	/	3.9%	-1.0	-2.9	i	0.0
CC(=O)c1ccc(OCc2ncc(C(F)(F)F)cc2Cl)cc1	4.8%	i	-1.8%	3.1%	0.7	-0.2	i	3.1
CCc1ccccc1S(=O)(=O)Cc1ccc(C(=O)NCC2CCCO2)o1 (stereo not drawn)	8.5%	i	-3.9%	15.0%	0.7	-2.0	i	5.0
C[C@@H]1CN([C@@H](C)CO)C(=O)CCCn2nncc2CO[C@@H]1CN(C)C(=O)Nc1ccc2c(c1)OCO2	6.7%	-19.9%	/	-2.3%	-1.8	-0.8	i	23.0
C#CCOC(=O)c1ccccc1C(=O)N(CC)CC	7.5%	-1.4%[57.5 µM]	0.7%	1.1%	-0.9	-0.5	/	8.4
Cc1nc2cc(NC(=O)Nc3cccc4ccccc34)ccc2n1C	6.0%	-14.5%	1.1%	-3.2%	1.1	1.9	i	-5.6
CCOC(=O)Cc1csc(NC(NC(=O)OCC)(C(F)(F)F)C(F)(F)F)n1	-6.6%	i	0.5%	10.6%	1.4	-1.0	i	22.3
O=[N+]([O-])c1cc2c(cc1/C=N/n1c(-c3ccccn3)n[nH]c1=S)OCO2	-6.2%	i	1.4%	-0.1%	-2.7	-0.1	i	-50.1*
COc1ccc(C2C3=C(CC(C)(C)CC3=O)N(CCN3CCOCC3)C3=C2C(=O)CC(C)(C)C3)cc1	-0.1%	-7.8%	1.5%	-0.4%	-3.0	-0.8	i	2.7
O=S(=O)(c1ccc(OCC(O)CN2CCN(c3ccccc3)CC2)cc1)N1CCOCC1 (stereo not drawn)	2.9%	-40.8%[inhibitor]	-2.7%	-9.6%	43.3*	-1.4	i	0.0
CSCCC1NC2(C(=O)Nc3c(Cl)cccc32)[C@@H]2C(=O)N(C3CCCC3)C(=O)[C@H]12 (stereo partly drawn)	-6.0%	6.3%[57.5 µM]	-3.0%	-2.8%	0.2	-1.7	i	33.0
CC(C)c1ccc(N(C(=O)c2csnn2)C(C(=O)NC(C)(C)C)c2ccncc2)cc1 (stereo not drawn)	1.6%	-3.8%[57.5 µM]	1.8%	7.3%	4.2	-2.8	i	9.7
CCOC(=O)c1c(NC(=O)c2cccs2)sc2c1CC(C)(C)OC2	-1.7%	-29.8%	-1.0%	-3.1%	16.6	-0.2	i	-2.9
CC1(c2nnc(Cc3ccccc3)o2)CC(c2c(Cl)cccc2Cl)=NO1 (stereo not drawn)	10.1%	-10.4%	/	11.5%	-4.3	-2.3	i	8.3
CCc1ccc(C(=O)NNc2cc(Cl)ccc2Cl)cc1	6.2%	-29.2%	0.6%	-13.4%	-12.3	-0.4	i	-24.4
O=C(CNS(=O)(=O)c1cccc2nsnc12)NC1CCCCC1	1.3%	i	-0.8%	10.2%	2.5	1.2	i	-1.1
COc1ccc(C(=O)N/C(=C\c2cn(S(=O)(=O)N(C)C)c3ccccc23)C(=O)N2CCN(C)CC2)cc1OC	-0.5%	-17.3%	/	0.5%	1.3	1.0	i	28.9
Cn1c(CNC(=O)Nc2ccccc2Cl)nnc1SCc1ccccc1	-5.4%	i	-1.2%	4.9%	1.3	0.4	i	-20.5
COc1ccc(/C=C/C(=O)OCC(=O)N2CCc3ccccc32)cc1	12.1%	-19.5%	-1.3%	-13.9%	-5.5	-1.3	i	-11.4
COc1ccc(-n2c(C)nc3c(cnn3-c3ccc(C)cc3)c2=O)cc1	6.7%	i	-2.2%	-8.6%	15.5	-2.5	i	21.6
CCNC(=O)CC1C(=O)N(c2ccc(C)cc2)C(=O)N1CCC(C)C (stereo not drawn)	0.4%	i	-0.6%	-0.2%	16.8&-5.5	-1.1	i	7.0
Cc1cc(/C=N/NC(=O)Cn2c3ccccc3c(=O)c3ccccc32)c(C)n1-c1ccccc1	2.3%	i	-0.9%	10.8%	-16.0	2.1	i	-3.0

In a second layout: results already given.
compound,EPAC2 agonist,PTHR1 ag,Mm-Cpn inhibitor,EPAC2 antagonist,DRD3 agonist,CCT chaperon mod,pAkt inh,DRD3 antagonist
O=C(CNS(=O)(=O)c1cccc2nsnc12)NC1CCCCC1,1.3%,i,-0.8%,10.2%,2.5,1.2,i,-1.1
Cn1c(CNC(=O)Nc2ccccc2Cl)nnc1SCc1ccccc1,-5.4%,i,-1.2%,4.9%,1.3,0.4,i,-20.5
CCOC(=O)c1c(NC(=O)c2cccs2)sc2c1CC(C)(C)OC2,-1.7%,-29.8%,-1.0%,-3.1%,16.6,-0.2,i,-2.9
CSCCC1NC2(C(=O)Nc3c(Cl)cccc32)[C@@H]2C(=O)N(C3CCCC3)C(=O)[C@H]12 (stereo partly drawn),-6.0%,6.3%[57.5 µM],-3.0%,-2.8%,0.2,-1.7,i,33.0
CCNC(=O)CC1C(=O)N(c2ccc(C)cc2)C(=O)N1CCC(C)C (stereo not drawn),0.4%,i,-0.6%,-0.2%,16.8&-5.5,-1.1,i,7.0
COc1ccc(-n2c(C)nc3c(cnn3-c3ccc(C)cc3)c2=O)cc1,6.7%,i,-2.2%,-8.6%,15.5,-2.5,i,21.6
CC1(c2nnc(Cc3ccccc3)o2)CC(c2c(Cl)cccc2Cl)=NO1 (stereo not drawn),10.1%,-10.4%,/,11.5%,-4.3,-2.3,i,8.3

(list continues)
SMILES	EPAC2 agonist	PTHR1 ag	Mm-Cpn inhibitor	EPAC2 antagonist	DRD3 agonist	CCT chaperon mod	pAkt inh	DRD3 antagonist
Cc1ccc(-c2nn(C)c(=O)c3ccccc23)cc1CNC(=O)CSc1nc2ccccc2o1	-1.1%	i	-0.3%	11.8%	0.4	0.6	i	23.5
N#Cc1nc(-c2ccc(OCc3ccc(Cl)cc3)cc2)oc1NCc1cccnc1	1.3%	i	-1.3%	15.4%	8.8	-2.9	i	-9.2
C=CCOc1cccn2c(N(C)C(=O)c3ccc(OC)cc3)c(CC)nc12	10.3%	-15.7%	/	-7.3%	18.9	-0.4	i	7.9
CCCCCCCCN1C(=O)[C@H](CC(=O)N2CCSCC2)C[C@@]2(C(=O)OCC)CCCC=C12	-9.2%	-33.9%[inhibitor]	/	?	-13.1	-1.3	i	-20.5
COc1ccc(NC(=O)COc2cccc3c2CCN(C)C3=O)c(OC)c1	8.1%	i	0.4%	18.4%	10.9	0.5	i	13.7
O=S(=O)(c1ccc(F)cc1)N1CCN(C(=S)NCc2ccccc2)CC1	0.6%	i	1.2%	-7.1%	-19.0	0.5	i	12.5
CCOc1ccc(C(=O)c2ccncc2)cc1	-8.7%	i	-0.1%	1.4%	5.6	-3.0	i	?
CCOC(=O)N1CCC(c2cc(=O)n3[nH]ccc3n2)CC1	6.5%	-17.9%	-0.8%	1.5%	13.1	0.1	i	6.3
O=C(COC(=O)c1cc[n+]([O-])cc1)NCCc1ccc(Cl)cc1Cl	11.2%	-56.9%[inhibitor]	-0.1%	1.6%	2.0	-1.2	i	-11.3
CCOC(=O)c1ccccc1NC(=O)C1CC(=O)N(c2ccccc2)C1 (stereo not drawn)	10.5%	i	1.9%	-4.6%	0.5	-2.6	i	19.9
O=C(CCC(=O)Nc1ccccc1)NNC(=O)CCc1ccccc1	-1.7%	-23.3%	-0.1%	-1.5%	-1.8	-2.6	i	8.2
CCc1nc2n(n1)C(O)c1cc([N+](=O)[O-])ccc1S2 (stereo not drawn)	5.0%	29.9%	0.7%	-0.7%	2.3	-1.5	i	15.6
Cc1cc(C)c(C(=O)CN2C(=O)NC3(CCCCC3)C2=O)cc1C	-2.9%	-36.2%[inhibitor]	-4.8%	4.2%	35.4*	-4.2	i	-5.0
Cn1c(SCC(=O)Nc2ccc(N3CCOCC3)cc2)nnc1-c1ccccc1	14.3%	i	-1.1%	1.8%	5.3	-35.2*	i	-16.5
O=c1c2ccccc2nc2ccccn12	2.4%	-3.7%	-0.4%	0.2%	-1.8	-1.3	i	12.6
CC(C)n1cc(/C=N/Nc2ccc(C(=O)O)cc2)c2ccccc21	8.5%	-5.8%	-4.0%	-16.6%	0.2	1.1	i	-26.4
CCCCN(C(=O)c1cccc(S(=O)(=O)N2CCN(Cc3ccccc3)CC2)c1)c1ccccc1	12.6%	-26.7%	-2.6%	-12.2%	-6.9	-0.7	i	-13.0
Cc1ccc(SCC(=O)Nc2cccc(NC(=O)c3ccco3)c2)cc1	0.6%	-94.1%	1.4%	3.4%	-10.6	1.8	i	2.8
CCC(=O)OCC(=O)c1c(N)n(Cc2ccccc2)c(=O)n(C)c1=O	4.8%	i	-1.5%	-6.4%	-5.6	-2.0	i	-20.6
Cc1cc2oc(=O)c3c(c2cc1OCc1nn[nH]n1)CCCC3	10.0%	i	-2.6%	-2.8%	5.8	-2.5	i	-8.1
C=CCn1c(SCc2csc(C)n2)nc2sc3c(c2c1=O)CCCC3	9.9%	-10.5%	-1.1%	-3.5%	1.8	1.2	i	12.1

Source: PubChem (National Center for Advancing Translational Sciences (NCATS))
